# Screening data from PubChem BioAssay.
# EPAC1 agonist = activates human EPAC1 exchange factor; O95398; 360,000 compounds, 0.073% hits; EPAC1 agonist qHTS, biochemical assay; response scale: 100% = response to 6.5 mM cAMP; Potency, µM (doses to about 154 µM), inactives show at the highest dose activation, actives largely listed as activators; note: potency is the fitted concentration of half-maximal effect; nearly all actives have a fitted effect of over 60% in size
#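 EPAC1 100 nM, Rap1B–BODIPY-GDP 250 nM, unlabeled GDP 50 uM; compound titration; 5 min RT; kinetic read ex480/em540 at 5-min intervals ×30 min; data normalized to 6.5 mM cAMP agonist control.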
# GLP-1R agonist = GLP-1 receptor (human) agonism; P43220; HEK293 GLP-1R CRE-luciferase, luminescence, 4-6 h; cells express a hypersensitive GLP-1R form; Potency, µM (top dose mostly 45.6 µM), inactives show top-dose activation, hits mostly activators; 380,000 compounds, 0.007% hits; AID 624172; note: potency is the fitted concentration of half-maximal effect; % of control where 0% means no effect
# EPAC1 antag = EPAC1 (human) antagonism; EPAC1 GEF assay, Rap1b-BODIPY-GDP exchange fluorescence; Potency, µM (doses to about 115 µM), without a hit: at the top dose activity change, negative = inhibition, usual class: inhibitors; 360,000 compounds, 0.14% hits;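 note: potency is the fitted concentration of half-maximal effect; plate controls were vehicle for no effect and positive control for full effect; nearly all actives have a fitted effect of over 50% in size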
# HEK293 tox = cytotoxic in the GLP-1 receptor inverse agonist counter-screen | AID 624418 | 410,000 compounds, 0.13% hits | HEK293 cAMP-luciferase reporter cells, luminescence, 24 h | Potency, µM (doses to about 38.3 µM), for the others: at the top dose activity change, negative = inhibition, hits mostly inhibitors;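 note: loss of luciferase light is scored as toxicity; potency is the fitted concentration of half-maximal effect; % is set by controls: 0 for no effect and ±100 for the full control effect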
#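 1536-well qHTS counterscreen of the MLSMR; 200 cells/uL, 12 h pre-incubation, 23 nL cpd, 24 h at 37 deg C 5% CO2, luciferase detection reagent, 12 min RT, luminescence. Inhibition = undesired.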
# GLP1R inv ag = acts as inverse agonist at human GLP-1 receptor; AID 624417; Potency, µM (titrated, usually from 38.3 µM), without a hit: at the top dose activity change, negative = inhibition, most hits filed as inhibitors; 410,000 compounds, 1.6% hits; P43220; HEK293 GLP-1R CRE-luciferase, luminescence, 24 h; GLP-1R form is constitutively active; note: potency is the fitted concentration of half-maximal effect; % is set by controls: 0 for no effect and ±100 for the full control effect; nearly all actives have a fitted effect of over 55% in size
#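 Assay principle: reduced luminescence from a cAMP-responsive reporter in HEK293 cells co-expressing a constitutively active GLP-1R. Conditions: 24 hr compound incubation, 37 deg C, 5% CO2.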
# PLK1 PBD block = blocks phosphopeptide binding to human PLK1 polo-box domain; Plk1 PBD binding of FITC phosphopeptide, fluorescence polarization; Potency, µM, inactives show max response, negative = inhibition, usual class: inhibitors; 360,000 compounds, 2.8% hits; AID 720504; note: potency is the fitted concentration of half-maximal effect; series mostly up to about 57 µM; % is set by controls: 0 for no effect and ±100 for the full control effect; nearly all actives have a fitted effect of over 65% in size
# IL2 activator = activators of IL-2 | IL-2 activation reporter assay, cell-based qHTS; stimulated with anti-CD3/CD4/CD28 beads; in transgenic mouse T cells | activation, % (series mostly up to about 46 µM) | 360,000 compounds, 0.065% hits | AID 652025; in the data active = activation above about 50%; inconclusive = mostly about 30% to 49%; note: 0% is about no effect
#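 EGFP and DsRed fluorescence is measured by plate cytometry in unstimulated transgenic mouse T cells exposed to compound for 60 minutes, then stimulated 18 hours at 37 degrees C with anti-CD3/anti-CD4 beads plus anti-CD28.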
# PTHR1 agonist = agonists of human PTHR1 parathyroid hormone receptor; 410,000 compounds, 0.075% hits; Potency, µM (doses to about 115 µM), for inactives: top-dose activation, usual class: activators; Q03431; HEK293 GP2 PTHR1 cells, GloSensor cAMP luminescence, 1 h; AID 743266; note: potency is the fitted concentration of half-maximal effect; nearly all actives have a fitted effect of over 55% in size; some results filed as inactive show a strong effect at the top dose; inactives centre near -15; many of its hits are not listed in these tables
# Target sequence (Q03431 whole entry, looked up): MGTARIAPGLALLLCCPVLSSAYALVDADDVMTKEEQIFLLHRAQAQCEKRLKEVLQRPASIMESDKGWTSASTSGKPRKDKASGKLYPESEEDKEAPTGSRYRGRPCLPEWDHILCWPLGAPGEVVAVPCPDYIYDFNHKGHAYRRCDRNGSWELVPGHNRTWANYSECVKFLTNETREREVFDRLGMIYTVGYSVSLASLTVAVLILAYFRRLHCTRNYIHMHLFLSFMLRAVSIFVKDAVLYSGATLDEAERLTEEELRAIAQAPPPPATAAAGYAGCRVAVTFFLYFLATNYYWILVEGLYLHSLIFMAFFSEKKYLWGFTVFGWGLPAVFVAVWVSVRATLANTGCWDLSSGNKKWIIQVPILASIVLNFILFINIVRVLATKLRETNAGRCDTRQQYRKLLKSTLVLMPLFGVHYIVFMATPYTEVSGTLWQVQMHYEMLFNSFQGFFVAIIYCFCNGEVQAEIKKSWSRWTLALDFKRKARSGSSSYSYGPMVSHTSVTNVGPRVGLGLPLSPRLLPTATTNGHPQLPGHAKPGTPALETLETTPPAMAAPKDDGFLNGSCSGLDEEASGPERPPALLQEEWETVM
#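 HEK-293-derived GP2 cells expressing PTHR1 and a GloSensor cAMP reporter, 3,000/well, plated overnight, given luciferin plus IBMX (each 0.5 mM as added) for 1 h at 37 °C, then compound for 1 h at 37 °C. Luminescence was read after 15 min at room temperature.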
# PI5P4K alpha inh = inhibitors of human PI5P4K alpha; P48426; max response, %; 330,000 compounds, 1.2% hits; PI5P4Kalpha enzyme, ADP-Glo luminescence, 60 min; active compounds read low; AID 652105; active = max response of -50% or lower; inconclusive = between -30% and -50%; inactive = -30% or higher; note: value at the top dose of about 77 µM; % is set by controls: 0 for no effect and ±100 for the full control effect
# Target sequence (P48426 whole entry, looked up): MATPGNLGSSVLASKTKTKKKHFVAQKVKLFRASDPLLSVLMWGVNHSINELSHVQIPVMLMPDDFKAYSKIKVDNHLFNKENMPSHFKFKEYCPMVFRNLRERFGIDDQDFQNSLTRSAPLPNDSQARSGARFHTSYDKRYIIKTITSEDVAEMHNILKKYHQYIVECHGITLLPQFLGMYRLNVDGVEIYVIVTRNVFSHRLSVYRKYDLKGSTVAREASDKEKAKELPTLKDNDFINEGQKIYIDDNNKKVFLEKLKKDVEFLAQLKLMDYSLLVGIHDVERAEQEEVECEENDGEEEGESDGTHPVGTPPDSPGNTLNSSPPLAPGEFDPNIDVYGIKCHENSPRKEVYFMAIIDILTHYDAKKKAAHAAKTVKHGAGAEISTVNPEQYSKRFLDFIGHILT
#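 ADP-Glo luminescence end-point read after a 60 min room-temperature kinase reaction of PI5P4Kalpha plus substrate, initiated with ATP at 5 microM final. Buffer: 0.038 M HEPES pH 7.4, EGTA, 0.1% CHAPS, 5% DMSO.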
# * = called active by the depositor; i = inactive; u = inconclusive; x = no result given; & = joins results of further samples; [ ] = remark or other dose. Unless noted, calls come from the whole dose curve; as a rule, active = well fitted curve in the direction sought with a large enough effect; inconclusive = small, poorly fitted or top-dose-only effect, or another doubt; inactive = no such curve, though single readings can be large; an effect the other way counts as inactive or inconclusive.
Compound,GLP1R inv ag,EPAC1 antag,PLK1 PBD block,IL2 activator,PI5P4K alpha inh,HEK293 tox,PTHR1 agonist,EPAC1 agonist,GLP-1R agonist
C/C=C/C(=O)Nc1cccc(C(F)(F)F)c1,-5%,17%,-2%,-2.3,11,-5%,i,-2%,7%
COc1cc(/C=C(\C#N)c2nc3ccccc3[nH]2)ccc1OC(=O)c1ccco1,24%,-26%,-4%,-0.8,-14,-1%,-7%,7%,0%
O=C(C1CCN(S(=O)(=O)N2CCOCC2)CC1)N1CCN(c2ccc(F)cc2)CC1,6%,-15%,-8%,-1.3,4,-5%,-22%,-4%,14%
Cc1cccc(OCCCC(=O)NCc2ccco2)c1,-1%,-1%,-13%,0.3,x,10%,-11%[57.5 µM],5%,-4%
COc1ccc(CNC(=S)Nc2cccc(C)c2C)cc1,u,-5%,-5%,-0.5,-5,u,-11%[57.5 µM],-2%,2%
Cc1ccc(S(=O)(=O)N2CCN(C(C)C(=O)NCC(C)c3ccccc3)CC2)cc1 (stereo not given),2%,0%,-3%,0.5,-1,-15%,-6%,-7%,2%
Cc1ccc2nc(SCc3nnc(-c4ccccc4[N+](=O)[O-])o3)c(C#N)cc2c1,-2%,7%,-9%,-1.8,x,4%,-8%[57.5 µM],12%,-20%
COc1ccccc1CN1CCNC(=O)C1CC(=O)NCc1csc(C)n1 (stereo not given),-1%,-20%,-9%,0.4,1,-4%,i,7%,6%
O=C(Nc1ccc2nc3n(c(=O)c2c1)CCCC3)c1ccccc1[N+](=O)[O-],99%[activator],18%,-5%,-0.9,-7,8%,i,5%,6%
c1ccc(-c2nc3cc4ccccc4cc3[nH]2)nc1,u,-12%,0%,-0.9,-19,u,-27%,2%,-22%
Cc1ccccc1NC(=O)c1csc2c1CCCC2,0%,-7%,-8%,2.8,x,-2%,10%[57.5 µM],7%,-2%
O=C(NC1CCCC1)c1n[nH]c2ccccc12,3%,11%,-4%,2.0,-8,13%,-3%,-12%,-6%
COc1ccc(OC)c(/C(C)=N/Nc2ccc(C(=O)O)cc2)c1,-30%,-20%,-1%,-3.4,1,4%,-15%,0%,-1%
O=C(CSc1ccc([N+](=O)[O-])cc1)c1ccccc1,u,-1%,u,-0.2,-7,-2%,-61%[inhibitor],8%,1%
COc1ccccc1NC(=O)CCN1C(=O)C2CC=C(Cl)CC2C1=O (stereo not given),0%,10%,-9%,-0.7,x,5%,-19%[57.5 µM],6%,-3%
COc1ccc(N=C2S/C(=C\c3cccs3)C(=O)N2CC(C)C)cc1,0%,-4%,-9%,1.1,-5,-7%,i,4%,-7%
COc1cc(NC(=O)Nc2cccc(Cl)c2)c(C(=O)O)cc1OC,8%,-15%,-14%,0.4,3,10%,u,-20%,-6%
CN=C(N)NCCC[C@H](N)C(=O)O,7%,4%,-12%,0.3,4,-1%,-15%,-17%,0%&3%&-3%
Cc1cc(=O)oc2cc(OCC(=O)OCC(=O)NCc3ccc4c(c3)OCO4)ccc12,-3%,4%,-1%,-1.4,x,6%,-15%,0%,-3%
Cc1ccc(NC(=O)CSc2nnnn2C)cc1S(=O)(=O)N(C)C,10%,7%,-16%,-1.6,-12,6%,i,6%,-9%

# Remaining list, next part:
Compound,GLP1R inv ag,EPAC1 antag,PLK1 PBD block,IL2 activator,PI5P4K alpha inh,HEK293 tox,PTHR1 agonist,EPAC1 agonist,GLP-1R agonist
CCN(C(=O)Cn1nc(C)n2c(cc3cc(C)ccc32)c1=O)c1ccccc1,-27%,-2%,-5%,-1.6,0,-5%,-4%,-7%,-4%
COC(=O)c1ccc2nc(NC(=O)CSCC(=O)OCC(=O)c3ccccc3)sc2c1,36%[activator],-2%,u,-2.8,-9,-4%,3%,3%,12%
O=C(CN1C(=O)NC2(CCCCC2)C1=O)NCCc1ccccc1,18%,-4%,2%,0.4,3,7%,i,-5%,-5%
CCOC(=O)c1sc(=NC(=O)c2ccc(F)cc2)n(C)c1C,43%[activator],-2%,-2%,-0.7,10,-13%,-33%[inhibitor],11%,3%
COc1ccc(-c2oc3ccccc3c2C#Cc2cncn2C)cc1,u,1%,-6%,0.4,43,3%,10%,-4%,u
CCOC1=C2[C@H](c3cccs3)N(S(=O)(=O)c3ccc(C)cc3)C[C@H]2n2c(=O)n(-c3ccccc3)c(=O)n2C1,23%,-6%,-9%,0.6,9,5%,17%,8%,0%
CCOC(=O)c1[nH]c2ccc(OC)cc2c1NC(=S)N1CCN(C(=O)OCC)CC1,0%,4%,-18%,0.1,1,1%,-8%,4%,6%
CC1CC(C)CN(C(=O)COC(=O)Cc2ccc(Br)cc2)C1 (stereo not given),u,-18%,30µM*,1.4,-5,-5%,-7%,12%,18%
COc1ccc(O)c(C(=O)c2cnn(C(=O)c3cccc(N(C)C)c3)c2)c1,0%,-6%,-13%,0.8,-25,-14%,i,-2%,-6%
COc1ccc(-n2c(-c3ccc(Br)cc3)c[n+]3c2CCc2ccccc2-3)cc1,u,-4%,-12%,-3.2,0,-29%,-50%[inhibitor],6%,-2%
O=C1C(Cc2ccccc2)Nc2ncnc(N3CCN(c4ccccc4)CC3)c2N1Cc1ccc(Br)cc1 (stereo not given),u,u,-5%&-4%,-0.5&-0.8,-27&-10,34%&1%,2%,3%&-19%,-3%&-10%
COc1ccc2sc(N(CCN(C)C)C(=O)c3cc(Cl)sc3Cl)nc2c1,-10%,2%,-4%,-0.4,6,0%,i,4%,-5%
CCn1c(=O)n(CC(=O)N2CC(C)CC(C)C2)c(=O)c2ccccc21 (stereo not given),9%,11%,-2%,-0.8,x,-10%,0%[57.5 µM],-3%,-8%
CC(=O)Nc1ccc(N2C(=O)CC(N3CCSCC3)C2=O)cc1 (stereo not given),0%,-18%,-18%,1.7,0,3%,i,-3%,3%
CC1CCN(C(=O)CSc2ccc(-c3ccccc3)nn2)CC1,13%[7.66 µM],7%,0%,-0.2,-5,-2%[7.66 µM],i,-10%,-1%
CCOC(=O)[C@]12CCC=C1N(CCC1=CCCCC1)C(=O)[C@H](CC(=O)NCC1CCCCC1)C2,9%,-1%,-7%,-0.8,6,6%,-13%,-13%,3%
CCC(=O)Nc1c2c(nn1-c1ccc([N+](=O)[O-])cc1)CS(=O)(=O)C2,14%,-9%,-3%,-1.6,-2,-4%,-20%,11%,2%
Cc1ccc(S(=O)(=O)N(C)c2nc3ccccc3n3c(C(C)C)nnc23)cc1,97%[activator],u,10%,-0.8,-2,1%,-10%,0%,24%
CC(C)N1CCc2c(sc(NC(=O)CCS(=O)(=O)c3ccccc3)c2C#N)C1,-6%,0%,-20%,-5.2,-3,11%,i,8%,2%
CCS(=O)(=O)Nc1ccc(C2=NN(C(=O)c3ccco3)C(c3cccs3)C2)cc1 (stereo not given),24%,-13%,-3%,0.0,-20,7%,-13%,26%,-3%

# Further structures.
Compound,GLP1R inv ag,EPAC1 antag,PLK1 PBD block,IL2 activator,PI5P4K alpha inh,HEK293 tox,PTHR1 agonist,EPAC1 agonist,GLP-1R agonist
CC(C)(C)c1n[nH]c(=S)n(/N=C/c2cccs2)c1=O,16%,-11%,-1%,-2.4,-2,1%,-17%,-7%,18%
CC(C)(C)NC(=O)C1CC(=O)OC12CCCCC2 (stereo not given),7%,3%,-2%,1.7,-1,2%,i,-10%,-17%
O=S(=O)(N/N=C\c1c(F)cccc1Cl)c1ccc(Cl)cc1,-14%,-16%,15µM*,-0.2,0,-21%,-7%,8%,-20%
O=C(CCS(=O)(=O)c1ccc(Br)cc1)NCc1cccs1,-7%,12%,u,-3.7,0,2%,i,-7%,12%
O=C(NC(=S)Nc1ccccc1N1CCOCC1)c1ccccc1F,u,0%,3%,-1.9,16,-20%,-20%,16%,-5%
CC(=O)c1cccc(NC(=O)C(OC(=O)c2cccs2)c2ccccc2)c1 (stereo not given),-2%,-21%,7%,-0.4,10,-7%,-37%[inhibitor],-5%,8%
Cc1cc(NC(=O)c2cc(-c3ccccc3)on2)n(-c2ccccc2)n1,0%,6%,-3%,-2.3,x,-18%,i,-21%,-2%
CCc1ccc(C(C)NC(=O)Cc2ccc(F)cc2)cc1 (stereo not given),u,-11%,-8%,-1.6,2,-3%,i,4%,10%
COc1cccc2sc3ccc(C#CC4(N)CCCCC4)cc3c(=O)c12,u,1%,-1%,-2.9,0,-19%,-17%,-1%,-2%
COC(=O)c1ccc(C)c(-n2c(C)cc(C=O)c2C)c1,22%,-8%,0%,4.5,-3,9%,i,0%,4%

# Some of the compounds tested. The share of hits here may be higher or lower than overall.
